EPAC2 antagonist = blocks human EPAC2 exchange factor; AID 720708; 360,000 tested, 0.18% active; Potency, µM (highest dose often 114 µM), without a hit: top-dose activity, negative = inhibition, actives largely listed as inhibitors; Q8WZA2; EPAC2 GEF exchange of Rap1B-BODIPY-GDP, fluorescence; further: on the % scale 0 is the no-effect control and ±100 the full control effect; nearly all actives have a fitted effect of over 45% in size; many of its hits are not listed in these tables
Target sequence (Q8WZA2 whole entry, looked up): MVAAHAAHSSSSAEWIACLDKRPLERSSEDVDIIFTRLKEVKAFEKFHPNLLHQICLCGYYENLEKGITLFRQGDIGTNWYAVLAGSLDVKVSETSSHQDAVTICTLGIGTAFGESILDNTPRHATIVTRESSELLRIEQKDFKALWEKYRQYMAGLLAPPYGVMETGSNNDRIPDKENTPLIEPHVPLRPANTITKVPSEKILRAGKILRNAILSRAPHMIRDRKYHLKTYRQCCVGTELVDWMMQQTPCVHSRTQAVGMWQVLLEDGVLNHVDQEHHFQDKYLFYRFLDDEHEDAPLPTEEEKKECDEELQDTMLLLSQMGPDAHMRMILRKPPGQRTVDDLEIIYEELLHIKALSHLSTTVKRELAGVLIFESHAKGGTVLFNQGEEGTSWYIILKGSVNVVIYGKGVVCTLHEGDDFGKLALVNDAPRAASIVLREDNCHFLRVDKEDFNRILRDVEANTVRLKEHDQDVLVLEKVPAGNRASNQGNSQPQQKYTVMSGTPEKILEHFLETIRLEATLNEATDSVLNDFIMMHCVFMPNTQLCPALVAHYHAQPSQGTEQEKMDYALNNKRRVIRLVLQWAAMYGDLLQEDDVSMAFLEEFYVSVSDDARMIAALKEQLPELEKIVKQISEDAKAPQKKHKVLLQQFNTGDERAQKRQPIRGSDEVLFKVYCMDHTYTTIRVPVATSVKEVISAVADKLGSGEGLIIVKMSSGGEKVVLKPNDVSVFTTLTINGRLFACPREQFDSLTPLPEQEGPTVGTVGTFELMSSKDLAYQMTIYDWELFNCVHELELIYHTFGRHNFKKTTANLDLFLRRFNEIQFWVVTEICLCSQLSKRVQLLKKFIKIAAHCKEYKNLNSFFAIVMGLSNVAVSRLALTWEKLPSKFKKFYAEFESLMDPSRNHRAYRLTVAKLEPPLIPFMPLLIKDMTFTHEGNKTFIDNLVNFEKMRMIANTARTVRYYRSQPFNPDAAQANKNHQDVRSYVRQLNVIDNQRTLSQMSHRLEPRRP
TGFb inhibitor = inhibitors of TGF-b signaling; HepG2 CAGA-GFP TGF-b/SMAD3 reporter, GFP fluorescence, 18 h; TGF-beta stimulated, 500 pg/mL final; 410,000 tested, 1.2% active; AID 588855; Potency, µM (series often up to 46.1 µM), without a hit: top-dose activity, negative = inhibition, hits mostly inhibitors; further: on the % scale 0 is the no-effect control and ±100 the full control effect; nearly all actives have a fitted effect of over 65% in size
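First, reporter cells (HEPG2 CAGA-GFP) rested 2 h at 37 degrees C. Next, compounds were pinned in and TGF-beta added to 500 pg/mL final. After 18 h, GFP was imaged per cell and summed per well.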
HepG2 tox = counter-screen for TGF-b inhibitors: cytotoxicity in HepG2 cells; HepG2 CAGA-GFP viability, ATP luminescence, 18 h; Potency, µM (series often up to 46.1 µM), for inactives: top-dose activity change, negative = cytotoxicity, usual class: cytotoxic; 410,000 tested, 0.76% active; further: some results filed as inactive show a strong effect at the top dose
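HepG2 CAGA-GFP cells (1000/well, DMEM with 1% FBS) received compound, then TGF-beta at 500 pg/mL final, and were incubated 18 hours at 37 degrees C. Viability was read by CellTiter-Glo luminescence. Media-only wells were set as complete cell-killing and DMSO as no toxicity.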
ATXN2 expr inh = ATXN2 expression inhibition. Potency, µM (top dose mostly 57 µM), for the others: at the highest dose activity change, negative = inhibition, usual class: inhibitors. 360,000 tested, 0.72% active. HEK-293 ATXN2-luciferase reporter, luminescence, 24 h; further: on the % scale 0 is the no-effect control and ±100 the full control effect; nearly all actives have a fitted effect of over 55% in size
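ATXN2-luciferase reporter cells (luciferase flanked by upstream and downstream ATXN2 gene portions) were treated 24 h at 37 °C with compounds at up to 57 uM. SteadyGlo luminescence gave expression; GF-AFC fluorescence gave viability.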
S2 tox = cell viability loss in ATXN counter-screen. S2 cells (HEK-293 line with an ATXN2-luciferase reporter) viability, CellTiter-Fluor protease fluorescence, 24 h. Potency, µM (series often up to 56.7 µM), actives largely listed as cytotoxic. 400,000 tested, 0.49% active; further: nearly all actives have a fitted effect of over 40% in size
MCF10A rerep = induces DNA re-replication in MCF 10a normal breast cells. 350,000 tested, 2.9% active. MCF 10A DNA re-replication, Hoechst nuclear intensity, 48 h. Potency, µM (highest dose often 46.1 µM), for inactives: at the highest dose activity, positive = re-replication, actives largely listed as activators; further: % of control where 0% means no effect; nearly all actives have a fitted effect of over 50% in size
Nrf2 activator = activates Nrf2 signaling; AREc32 ARE-luciferase reporter (MCF7-derived line), luminescence, 24 h; Potency, µM (highest dose often 46.1 µM), without a hit: at the highest dose activation, most hits filed as activators; 410,000 tested, 0.31% active; further: % of control where 0% means no effect; nearly all actives have a fitted effect of over 65% in size
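AREc32 cells carrying an ARE-driven firefly luciferase reporter were seeded at 1000 cells/well in OPTI-MEM with 5% FBS, then exposed to compound for 24 hr at 37 deg C. Luminescence was read with Steady-Glo after 30 min at RT.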
Nrf2 block = Nrf2 pathway inhibition; A549 ARE-Fluc reporter, luciferase luminescence, 18-24 h; Potency, µM (series often up to 46 µM), inactives show top-dose activity change, negative = inhibition, usual class: inhibitors; 360,000 tested, 2.1% active; AID 504444; further: on the % scale 0 is the no-effect control and ±100 the full control effect; nearly all actives have a fitted effect of over 60% in size
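Two sequential reads on A549 ARE_Fluc cells exposed to compound for 18-24 h: a CellTiter-Fluor fluorescence read for viability, then a luciferase luminescence read for Nrf2/ARE activity.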
A549 tox = counter-screen for Nrf2 inhibitors: cytotoxicity in A549 cells; 390,000 tested, 0.16% active; A549 ARE-Fluc cells, CellTiter-Fluor viability, 18-24 h; Potency, µM (series often up to 46 µM), without a hit: at the top dose activity change, negative = cytotoxicity, hits mostly inhibitors; further: on the % scale 0 is the no-effect control and ±100 the full control effect
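A549 ARE-Fluc cells in 5% FBS OPTI-MEM, 5000 cells/well, rested 2 h then exposed to compounds in concentration-response for 18-24 h at 37 °C. Viability by CellTiter-Fluor fluorescence (Ex 405/Em 525) after 30 min; luciferase luminescence (BugLite, 15 min, RT) read afterwards.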
* hit, by the source's call; i = inactive; ? = inconclusive; · = no result given; [ ] = remark or other dose. The call rests on the fitted dose curve; in most records, active means well fitted curve in the direction sought with a large enough effect; inconclusive means small, poorly fitted or top-dose-only effect, or another doubt; inactive means no such curve, though single readings can be large; an effect the other way counts as inactive or inconclusive. Potency means the concentration at half of the fitted maximal effect.

SMILES	EPAC2 antagonist	TGFb inhibitor	HepG2 tox	ATXN2 expr inh	S2 tox	MCF10A rerep	Nrf2 activator	Nrf2 block	A549 tox
CN(C)S(=O)(=O)c1cccc(COC(=O)Cc2c(F)cccc2Cl)c1	-17%	0%	-12%	-12%	i	1%	3.3%	3%	-1%
O=c1sc2ccccc2c(N2CCCCC2)c1[N+](=O)[O-]	-11%	3%	0%	-4%	i	8%	-1.0%	3%	0%
COC(=O)c1c(NC(=O)C(=O)N2CCCC2)sc2c1CC(C)(C)OC2	2%	4%	-2%	7%	i	3%	0.1%	14%	0%
O=[N+]([O-])c1ccc(-c2cn(-c3ccc(Cl)cc3)c(=S)[nH]2)cc1	13%	2%	7%	-3%	i	-65%[inhibitor]	2.4%	0%	0%
Cc1ccc(NC(=O)CSc2nnc(Cn3c(=O)sc4ccccc43)n2C)cc1Cl	-6%	-1%	-18%	-8%	i	?	-1.0%	2%	5%
O=C(c1ccccc1)N1CCN2C(=O)c3ccccc3C12c1ccc(Cl)cc1 (configuration not stated)	-9%	40%[activator]	-7%	-13%	i	3%	0.3%	13µM*	-5%
CSc1nc2c(cnn2-c2ccccc2)c(=O)n1N	3%[57.1 µM]	0%	-2%	·	i	2%	7.5%	9%	-5%
COc1ccc(CNC(=O)COc2ccc(S(=O)(=O)N3CCOCC3)cc2)cc1	18%	14%	2%	-1%	i	2%	-0.7%	-2%	6%
O=C1C2C3c4ccccc4C(c4ccccc43)[C@@H]2C(=O)N1c1cccnc1 (some centres not stated)	2%	?	-26%	-12%	i	9%	-0.8%	-2%	-7%
N#Cc1ccsc1NC(=O)c1ccccn1	1%[57.1 µM]	6%	-21%	9%	i	0%	?	?	13%
Cc1ccc(C(=O)CC(=O)COc2ccc(Cl)cc2)cc1	2%	0%	-21%	22%	i	?	2.4%	6%	7%
COc1cc(CC(=O)OCC(=O)Nc2ccc(Cl)c(S(=O)(=O)N(C)C)c2)cc(OC)c1OC	3%	?	-22%	·	i	12%	-1.0%	7%	6%
Cc1ccc(C(=O)c2oc3ccccc3c2NC(=O)c2cc(=O)c3ccccc3o2)cc1	·	45%[activator]	1%	14%	i	·	0.4%	3%	4%
CCN1CCN(c2ncnc3c2cnn3-c2ccc(Cl)cc2)CC1	2%	-1%	-17%	35%	i	23%	1.7%	?	17%
C/C(=N\Nc1cc(Cl)nc(C)n1)c1ccc(C)cc1	-3%	-1%	0%	9%	i	-10%	0.4%	-1%	-4%
O=C(Nc1ccsc1C(=O)NC1CCCCC1)c1ccccc1	-3%[57.1 µM]	-11%	-2%	-25%	?	12%	0.1%	-7%	0%
CCCN1C(=O)/C(=C/c2ccccc2OCc2ccc(C(=O)O)cc2)NC1=S	-13%	6%	-4%	15%	i	26%	7.2%	?	-6%
O=C1N=C(N2CCCCC2)S/C1=C\c1cn[nH]c1-c1ccccc1	8%	4%	2%	-14%	?	16%	-0.1%	7%	4%
Cc1cc(Br)ccc1NC(=O)CN(C)C(=O)c1cccc(S(=O)(=O)N2CCN(C)CC2)c1	5%	-8%	-2%	-16%	i	14%	-0.8%	16%	-1%
COc1ccc(C=Nc2cccnc2N)cc1	-8%	-4%	-3%	26%	i	1%	4.3%	?	-5%
O=C(COC(=O)CNC(=O)C1CCCCC1)Nc1cccc(F)c1	-2%	16%	8%	3%	i	-1%	-0.3%	16%	-1%
O=[N+]([O-])c1ccc(N=Cc2sc3ccccc3c2O)cc1	-2%	4%	-26%	-1%	i	2%	9.8%	-1%	2%
COCC(C)n1c(SCC(=O)N2CCOCC2)nc2ccccc2c1=O (configuration not stated)	4%	-5%	-1%	·	i	-3%	-0.7%	-29%	17%
COc1ccc(-n2c(=O)c(CCC(=O)N(C)Cc3cccs3)nc3ccccc32)cc1	-8%	?	-10%	-2%	i	5%	1.3%	-17%	0%
COC(=O)[C@]12CCCCC=C1N(Cc1cccc3ccccc13)C(=O)[C@H](CC(=O)NCCc1ccccc1OC)C2	-7%	·	·	?	?	·	3.8%	·	·
(continued)
SMILES	EPAC2 antagonist	TGFb inhibitor	HepG2 tox	ATXN2 expr inh	S2 tox	MCF10A rerep	Nrf2 activator	Nrf2 block	A549 tox
Cn1c(SCC(=O)OCC(=O)c2ccccc2)nnc1-c1cccs1	5%	?	5%	1%	i	3%	0.2%	-5%	-1%
COc1ccc(/C=C(\C#N)C(=O)NCc2ccccc2)cc1	-8%	17%	-8%	16%	i	4%	4.2%	?	1%
c1ccc(OCCn2c(-c3ccco3)nc3ccccc32)cc1	-22%	-1%	-7%	11%	i	-1%	6.5%	12%	14%
CCOC(=O)C(O)(CCC(O)(C(=O)OCC)C(=O)OCC)C(=O)OCC	-2%	9%	-17%	-7%	i	3%	0.3%	?	4%
COc1c(C)cc(C(O)c2ncc(-c3ccc(Cl)cc3)[nH]2)cc1C (configuration not stated)	9%	?	-11%	0%	?	·	-0.3%	·	·
CC1(C(=O)NS(=O)(=O)C2CC2)CCCN(C(=O)c2ccc(C(F)(F)F)cc2)C1 (configuration not stated)	0%	?	2%	3%	i	·	0.5%	·	·
C[C@H]1CN([C@@H](C)CO)C(=O)CCCn2nncc2CO[C@@H]1CN(C)Cc1ccc2c(c1)OCCO2	3%	-7%	3%	-9%	i	·	-1.1%	·	·
O=C(Nc1nc(-c2ccccc2)cs1)c1ccccc1F	-22%	2%	-8%	98%[activator]	i	?	4.1%[9.22 µM]	?	2%
O=C(NC(=S)NCCCN1CCOCC1)c1ccco1	10%	-9%	2%	5%	i	4%	-0.9%	18%	5%
COc1ccc(S(=O)(=O)N(CC(=O)N2CCCCCC2)c2ccccc2OC)cc1	8%	5%	0%	6%	?	-1%	0.2%	14%	-4%
COc1ccc(N(C(=O)c2cccnc2)S(=O)(=O)c2ccc(F)cc2)cc1	-8%	-2%	-11%	-11%	i	-6%	-0.4%	-18%	2%
CC(=O)c1sc(NS(=O)(=O)c2ccc(C)cc2)nc1C	-7%	-2%	-25%	-21%[11.3 µM]	i	8%	4.5%	-2%	3%
COc1cc(C(=O)N(Cc2ccc(F)cc2)Cc2ccco2)cc(OC)c1OC	·	-29%	-27%	·	·	·	0.8%	20%	12%
CCc1ncc(CN2CCC(C(=O)Nc3cccc(-c4cscn4)c3)CC2)cn1	0%	-5%	-62%	0%	i	2%	3.6%	?	-6%
CCOC(=O)c1ccc(NC(=O)C2=C(C)C(=O)OC23CCN(C(C)C)CC3)cc1	·	-6%	-2%	-2%	i	·	3.1%	15%	-3%
Cc1ccn2cc(CCNS(=O)(=O)c3ccc(F)c(C(F)(F)F)c3)nc2c1	-9%	6%	-7%	1%	i	2%	8.1%	-7%	2%
CCOc1cc(C(=O)CCC(=O)OCC(=O)Nc2ccc(F)cc2)ccc1O	-1%	0%	-3%	11%	i	0%	0.1%	10%	1%
COc1ccccc1NC(=O)CCN1CCN(Cc2ccccc2)CC1	16%	-9%	-13%	1%	i	2%	2.9%	6%	18%
NC(=O)C1=C(N=C2CCCCC2)CCCC1	4%	17%	-7%	7%	i	-4%	0.2%	4%	-11%
O=C(CCN1C(=O)CSc2ccccc21)Nc1ccc(C(F)(F)F)cc1	-6%	-8%	-2%	-6%	i	-8%	-0.5%	-3%	2%
CCOc1ccc(N2C(=O)c3ccccc3C2=O)cc1	6%	-3%	-22%	7%	i	-2%	0.2%	-2%	0%
Cc1ccc(NC(=O)COc2ccc(Br)cn2)cc1	1%	-8%	-5%	-13%	i	-2%	0.3%	4%	2%
O=C(COC(=O)Cc1ccccc1F)Nc1ccc(Cl)cn1	-13%	0%	-18%	3%[11.3 µM]	i	7%	0.5%	-13%	-4%
COc1ccc(C2Nc3ccccc3C(=O)N2NS(C)(=O)=O)cc1OC (configuration not stated)	7%	7%	7%	7%	i	-4%	3.1%	21%	-3%
Cc1ccc(N(Cc2cc3ccc(C)cc3[nH]c2=O)S(=O)(=O)c2ccccc2)c(C)c1	0%	0%	0%	10%	i	10%	0.2%	5%	0%
Cc1cc2ccccn2c1C(=O)c1cccc(S(=O)(=O)N2CCOCC2)c1	-22%	-9%	-12%	?	i	-21%	0.5%	?	1%
O=C(Nc1ncccc1O)c1ccc2c(c1)OCCO2	7%	0%	-9%	6%	i	11%	28%	?	-6%
COc1ccc(NC(=S)N(Cc2ccc(C)cc2)Cc2ccccn2)cc1	-2%	-8%	4%	22%	i	15%	0.0%	-10%	0%

Single records, from the list above. Screens in order: EPAC2 antagonist, TGFb inhibitor, HepG2 tox, ATXN2 expr inh, S2 tox, MCF10A rerep, Nrf2 activator, Nrf2 block, A549 tox
CCOC(=O)c1ccc(NC(=O)C2=C(C)C(=O)OC23CCN(C(C)C)CC3)cc1 across the screens: ·, -6%, -2%, -2%, i, ·, 3.1%, 15%, -3%
COc1ccc(C2Nc3ccccc3C(=O)N2NS(C)(=O)=O)cc1OC (configuration not stated) across the screens: 7%, 7%, 7%, 7%, i, -4%, 3.1%, 21%, -3%

Molecules listed so far with four or more nitrogen atoms:
SMILES	EPAC2 antagonist	TGFb inhibitor	HepG2 tox	ATXN2 expr inh	S2 tox	MCF10A rerep	Nrf2 activator	Nrf2 block	A549 tox
Cc1ccc(NC(=O)CSc2nnc(Cn3c(=O)sc4ccccc43)n2C)cc1Cl	-6%	-1%	-18%	-8%	i	?	-1.0%	2%	5%
CSc1nc2c(cnn2-c2ccccc2)c(=O)n1N	3%[57.1 µM]	0%	-2%	·	i	2%	7.5%	9%	-5%
CCN1CCN(c2ncnc3c2cnn3-c2ccc(Cl)cc2)CC1	2%	-1%	-17%	35%	i	23%	1.7%	?	17%
C/C(=N\Nc1cc(Cl)nc(C)n1)c1ccc(C)cc1	-3%	-1%	0%	9%	i	-10%	0.4%	-1%	-4%
O=C1N=C(N2CCCCC2)S/C1=C\c1cn[nH]c1-c1ccccc1	8%	4%	2%	-14%	?	16%	-0.1%	7%	4%
Cc1cc(Br)ccc1NC(=O)CN(C)C(=O)c1cccc(S(=O)(=O)N2CCN(C)CC2)c1	5%	-8%	-2%	-16%	i	14%	-0.8%	16%	-1%
C[C@H]1CN([C@@H](C)CO)C(=O)CCCn2nncc2CO[C@@H]1CN(C)Cc1ccc2c(c1)OCCO2	3%	-7%	3%	-9%	i	·	-1.1%	·	·
CCc1ncc(CN2CCC(C(=O)Nc3cccc(-c4cscn4)c3)CC2)cn1	0%	-5%	-62%	0%	i	2%	3.6%	?	-6%

Not all compounds are listed; rates above refer to the full screens.
